Source: PubChem BioAssay (several laboratories)
BB579 growth dn: yeast BB579 growth reduction in restrictive medium | S. cerevisiae BB579 growth, OD615, 48 h | 0.51% of 140,000 active | inhibition, % at 10 µM | AID 804;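 active means inhibition above a set limit, 3 SD over the mean compound inhibition, cut at about 44% in these data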; further: inactives centre near -24
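controls = amphotericin B 10 µg/mL, positive | assay system = DeaD yeast strain BB579 | schedule = 48 h compound exposure at 30 °C after 4 h preincubation | detection = OD615 turbidity measurement | medium = restrictive CSMM-D medium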
E-sel TNF inh: TNF alpha driven E-selectin expression inhibition | 0.71% of 120,000 active | AID 1246 | inhibition, % at 2 µM | HUVEC TNFa-induced E-selectin immunofluorescence, high content;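 active means inhibition above the batch mean plus 3 SD, and confirmed as a hit on visual image review, cut at about 43% in these data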;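 further: 0% = TNF-stimulated DMSO wells and 100% = unstimulated control wells; not every result past the cut was called active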
HCT116 bCat-KO: beta-catenin-lacking colon tumor cell growth suppression. HCT116 beta-catenin knockout viability, CellTiter-Glo, 60 h; active compounds read low. viability, % at 10 µM. 1.5% of 140,000 active. AID 818;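 active means viability at or under a set limit, the compound median less 4 SD, cut at about 6% in these data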;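 further: 0% = Hyamine 1622 control at 20 µM and 100% = untreated cell control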
Measles CPE: protection of cells from measles virus; 1.5% of 140,000 active; Measles virus-infected cells, CPE protection, absorbance; protection (pct of control), % at 4 µM; in the data active means protection mostly above about 24%, no sharp cut-off; inactive means mostly below about 26%; further: some compounds called inactive have numbers as strong as hits
Phagocytosis inh: macrophage phagocytosis inhibition. inhibition, % at 5 µM. 0.07% of 110,000 active. J774A.1 macrophage IgG-bead phagocytosis, imaging;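 active means inhibition above the mean of the plate negative controls plus 5 SD, cut at about 13% in these data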;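 further: phagocytic index as fraction of beads internalized from green versus red external bead signal; plate controls were DMSO negative control for no effect and cytochalasin-D positive control for full effect; some results beyond the cut were filed as inactive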
MRP-1 activ: MRP-1 activation | H69AR cells + doxorubicin, viability rescue, CellTiter-Glo | 0.61% of 140,000 active | AID 799 | viability increase, % at 10 µM;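 active means viability gain under doxorubicin at or above a set limit, the compound median plus 3 SD, cut at about 4.7% in these data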;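 further: MRP-1 overexpressing cells given doxorubicin 25 µM after compound pretreatment; 18-22 h compound pretreatment then 72 h with doxorubicin before readout; 0% = doxorubicin-only wells and 100% = vehicle-treated cells without doxorubicin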
PTEN del growth: PTEN-deleted cell growth suppression | HCT116 PTEN-null viability, CellTiter-Glo, 60 h; active compounds read low | viability, % at 10 µM | 1.2% of 140,000 active | AID 827;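 active means viability at or below a set limit, 4 SD under the median of all tested compounds, cut at about 3.7% in these data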;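 further: PTEN knockout HCT116 line with beta catenin targeted HCT116 as companion control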
Yeast life ext: extends the lifespan of yeast | inhibition of the nicotinamide effect, % at 10 µM | S. cerevisiae growth with nicotinamide, OD615; deaD strain in restrictive glucose medium | 0.68% of 130,000 active;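 active means inhibition above a set limit, placed 3 SD over the median of all compounds, cut at about 26% in these data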;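 further: 0% = nicotinamide-treated wells and 100% = cells grown without nicotinamide; some compounds called inactive have numbers as strong as hits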
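Material: Modified budding yeast, DeaD strain | Medium: Restrictive glucose medium | Probe or stimulus: 1.5 mM nicotinamide | Dosing: Single dose 10 µM compound, 0.25% DMSO | Times: 48 h at 30 °C | Technique: OD615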
GALR2 blocker: GALR2 (human) receptor antagonism; O43603; GALR2-expressing cells, antagonist mode; inhibition, % at 4 µM; 0.39% of 140,000 active; AID 828; in the data active means inhibition above about 27%;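 further: cells stimulated with galanin 1-16 at roughly its EC80; 0% = agonist challenge control and 100% = basal control without agonist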
Target sequence (O43603 whole entry, looked up): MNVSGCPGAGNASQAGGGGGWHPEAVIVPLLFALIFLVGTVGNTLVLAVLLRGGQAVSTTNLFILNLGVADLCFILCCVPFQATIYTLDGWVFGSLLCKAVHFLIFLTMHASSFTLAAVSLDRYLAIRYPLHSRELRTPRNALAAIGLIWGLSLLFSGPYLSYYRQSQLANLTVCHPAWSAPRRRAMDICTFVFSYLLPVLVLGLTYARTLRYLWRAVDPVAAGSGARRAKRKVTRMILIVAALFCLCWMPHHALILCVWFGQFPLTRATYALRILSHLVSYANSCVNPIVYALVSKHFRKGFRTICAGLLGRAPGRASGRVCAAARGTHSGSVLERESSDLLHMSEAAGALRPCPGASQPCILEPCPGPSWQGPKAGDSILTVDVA
NPY Y2 blocker: antagonists of human neuropeptide Y receptor Y2. inhibition, % at 2.7 µM. AID 793. P49146. 0.99% of 140,000 active. NPY-Y2 expressing cells, antagonist mode; in the data active means inhibition above about 17%;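 further: 0% = vehicle with agonist challenge and 100% = reference antagonist with challenge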
Target sequence (P49146 whole entry, looked up): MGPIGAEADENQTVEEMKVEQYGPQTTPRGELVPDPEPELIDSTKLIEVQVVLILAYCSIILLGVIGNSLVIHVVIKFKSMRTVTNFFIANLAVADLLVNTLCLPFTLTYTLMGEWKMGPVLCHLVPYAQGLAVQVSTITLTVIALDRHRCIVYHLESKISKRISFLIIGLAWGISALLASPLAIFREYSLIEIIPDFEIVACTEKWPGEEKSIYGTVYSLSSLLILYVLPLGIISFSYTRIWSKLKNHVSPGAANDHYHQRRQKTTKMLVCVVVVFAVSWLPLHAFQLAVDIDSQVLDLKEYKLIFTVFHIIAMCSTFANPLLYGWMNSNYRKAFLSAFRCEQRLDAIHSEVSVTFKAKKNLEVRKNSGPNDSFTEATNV
An asterisk follows results filed as active; / = not tested or not shown.

SMILES	BB579 growth dn	E-sel TNF inh	HCT116 bCat-KO	Measles CPE	Phagocytosis inh	MRP-1 activ	PTEN del growth	Yeast life ext	GALR2 blocker	NPY Y2 blocker
COC(=O)c1ccc(NC(=O)CN2CCOCC2)cc1	6	1	94	20	0	-3.9	107	-16	1	1
O=C(CCC(=O)OCC(=O)c1cccc([N+](=O)[O-])c1)Nc1cccc(Cl)c1Cl	-35	-28	85	4	-3	-3.0	88	-8	8	-1
COC(=O)CSc1nc(NCC(C)C)nc(N2CCOCC2)n1	-31	14	101	5	5	-1.3	104	-13	16	2
Cc1ccc(-c2csc(N(CCCN3CCOCC3)C(=O)c3ccco3)n2)cc1	11	-8	53	3	0	-0.1	55	-12	5	18*
Cc1ccc(NCc2nnc(SCC(=O)N3CCCc4ccccc43)o2)c(C)c1	-20	/	75	4	-1	-2.1	74	-6	3	2
O=c1[nH]c2cc3c(cc2cc1CN(CC1CCCO1)S(=O)(=O)c1ccccc1)OCCO3 (stereo not given)	-38	/	92	37	0	-2.3	88	1	-38	0
CCOC(=O)C1C(=O)NC(N2CCCCC2)=NC1c1ccccc1 (stereo not given)	-65	-16	91	16	-1	-2.1	106	1	-4	2
Cc1ccsc1C1Nc2ccc3ncccc3c2C2=C1C(=O)CCC2 (stereo not given)	-28	/	84	14	0	-5.0	77	-3	4	-3
CC1CC(C(F)(F)F)n2ncnc2N1 (stereo not given)	-38	/	93	9	0	-2.2	101	1	5	2
Cc1cc(N2CCOCC2)n2nc(C)c(-c3ccccc3)c2n1	1	-21	80	2	0	-1.7	78	-14	-6	2
C(=N\Nc1nc(-c2ccccc2)cs1)/c1cccnc1	-18	-37	75	15	-1	-2.4	81	-8	-5	14
O=C(CSc1ccccn1)N1CCOCC1	-29	/	90	6	-4	-1.4	93	7	-5	1
CCOc1ccc(NC(=O)c2ccccc2OC)cc1	-40	-4	81	14	-2	-1.5	84	-14	7	2
Cc1ccc(NC(=O)C2CCN(S(=O)(=O)c3c(C)n[nH]c3C)CC2)nc1	-27	17	88	5	/	-1.7	94	-13	10	-1
COc1cccc(OC)c1NC(=O)C1CCCN1C(=O)NCc1ccccc1 (stereo not given)	-23	16	99	13	0	0.2	97	-6	2	-1
CC1CCC(=C(C#N)C(=O)Nc2cccc(Cl)c2)CC1 (stereo not given)	-44	7	84	3	/	-0.5	81	-9	-4	-2
Cc1ccc(-c2nc(NC(=O)c3ccc(S(=O)(=O)N(CCC#N)CCC#N)cc3)sc2-c2ccccc2)cc1	-24	/	51	24	-8	-5.1	23	2	12	-2
C=CCNS(=O)(=O)CC12CCC(CC1=O)C2(C)C (stereo not given)	-20	5	95	24	-2	-0.8	100	-13	-3	0
CN1CCN(c2ccc(Cl)cc2NC(=O)C2COc3ccccc3O2)CC1 (stereo not given)	-103	/	72	22	-1	-3.1	78	-4	-8	6
COc1nccnc1NS(=O)(=O)c1ccc(NC(=S)NC(=O)c2ccc(F)cc2)cc1	-42	/	91	34*	2	-0.9	98	1	1	2
Cc1ccc(S(=O)(=O)CC2CSc3nc(N)cc(=O)n32)cc1 (stereo not given)	-100	4	100	28	-1	-0.6	106	4	-6	3
Cc1noc(C)c1C(=O)NCCc1ccccc1	-19	13	114	6	0	-0.7	105	-7	-17	7
CCc1ccc2c(c1)cc(CN(C(=S)Nc1ccccc1)C1CC1)c1nnnn12	-33	/	82	19	-1	-0.8	80	-11	5	3
COC(=O)Cc1ccc(NC(=S)NNC(=O)c2ccccc2Br)cc1	-18	/	90	5	/	-1.5	75	-3	-1	0
O=C(NC1CCCCC1)C12CC3CC(CC(Cl)(C3)C1)C2	-25	/	88	12	-4	-2.1	90	10	-3	4

2 of these compounds, set out differently:
The line under a structure holds: BB579 growth dn	E-sel TNF inh	HCT116 bCat-KO	Measles CPE	Phagocytosis inh	MRP-1 activ	PTEN del growth	Yeast life ext	GALR2 blocker	NPY Y2 blocker
> Cc1ccc(-c2csc(N(CCCN3CCOCC3)C(=O)c3ccco3)n2)cc1
  11	-8	53	3	0	-0.1	55	-12	5	18*
> Cc1ccc(NCc2nnc(SCC(=O)N3CCCc4ccccc43)o2)c(C)c1
  -20	/	75	4	-1	-2.1	74	-6	3	2

(further entries)
SMILES	BB579 growth dn	E-sel TNF inh	HCT116 bCat-KO	Measles CPE	Phagocytosis inh	MRP-1 activ	PTEN del growth	Yeast life ext	GALR2 blocker	NPY Y2 blocker
COc1ccc(-c2oc3ncnc(NCCN4CCOCC4)c3c2-c2ccc(OC)cc2)cc1	-21	/	24	7	0	-6.2	18	-17	-5	1
CCN(CC)C(=O)c1ccc2nc3ccccc3nc2c1	-43	2	42	5	1	-2.4	29	8	6	3
Cc1c(C(=O)Nc2ccccc2)csc1-c1ccccc1	-55	11	69	17	/	-3.8	68	5	-9	0
O=S(=O)(c1ccc(Br)s1)n1cccn1	-24	5	97	0	-3	-3.1	92	-4	-7	2
Cc1ccc(-c2nn[nH]n2)cc1	-7	13	97	8	-1	0.3	106	-3	-27	4
COc1cccc(-c2cc(C(=O)Nc3ccc4c(c3)OCCO4)c3ccccc3n2)c1	-80	/	81	16	0	-0.5	86	-6	-8	4
Cc1occc1-c1nnc(SCC(=O)Nc2ccccc2-c2ccccc2)n1C	-62	-2	100	8	0	-0.1	93	3	6	3
COc1cc(OC)cc(C(=O)N[C@H](C(=O)OCC(=O)Nc2cccc(F)c2)C(C)C)c1	9	22	93	14	0	-1.1	93	-1	-2	3
COC(=O)CON1C(=O)c2ccccc2C1=O	-43	-31	104	7	/	-0.5	102	0	10	2
OC1(c2ccccc2)CCN(Cc2ccccc2)C2CCCCC21 (stereo not given)	-7	-10	70	13	-6	-2.2	70	5	4	29*
O=[N+]([O-])c1cc(C(F)(F)F)ccc1NCCOc1ccccc1	-69	-2	70	11	-7	3.4	79	-4	-15	7
CC1(C)NC(=O)N(CC(O)CN2C(=O)NC(C)(C)C2=O)C1=O	-17	-36	109	3	0	-0.6	105	-8	12	1
Cc1cc(C)n2nc3nc(N4CCCCC4)nc(-c4ccco4)c3c2n1	-33	/	89	5	0	-3.3	95	-24	/	/
CCC(C)(C)n1nnnc1C(c1cc2ccc(OC)cc2[nH]c1=O)N1CCCCC1 (stereo not given)	-1	7	101	2	0	-1.0	94	5	-3	-1
COCCn1c(SCc2ccc(C(=O)OC)o2)nnc1-c1c[nH]c2ccccc12	-34	/	91	14	-1	-1.8	103	2	-13	9
O=C(Nc1nccs1)c1cc(Cl)ccc1[N+](=O)[O-]	-10	10	98	5	-9	-2.5	99	-8	5	1
NS(=O)(=O)c1ccc(NC(=O)COC(=O)CSc2n[nH]c(-c3ccccc3)n2)cc1	-48	6	101	1	-1	0.6	100	2	11	2
O=C(C1CCCN1S(=O)(=O)c1ccc(Cl)c(Cl)c1)N1CCOCC1 (stereo not given)	-18	10	94	5	1	-1.9	85	-3	4	1
CCN(CC)C(=S)SSC(=S)N(CC)CC	-8	/	1.1*	3	/	-3.8	0.9*	9	5	-3
CCC(C)Sc1nc2c(c(=O)[nH]c(=O)n2C)n1CC(O)COc1ccccc1C (stereo not given)	-16	14	82	6	/	-2.3	82	/	-10	0
O=C1c2oc3ccc(Cl)cc3c(=O)c2C(c2cccc(Br)c2)N1CCO (stereo not given)	-50	10	60	0	-1	-3.9	61	-11	-2	1
COc1ccc(C2C3C(=O)N(Cc4ccccc4)C(=O)C3ON2c2ccccc2)c(OC)c1OC (stereo not given)	-22	/	72	7	-1	-4.5	63	-27	2	-1
Cc1ccc(/C(N)=N/OC(=O)COc2ccc(Cl)c(C)c2)cc1	-13	-7	105	4	0	-0.4	96	3	8	14
CN(C)CCCN(C(=O)CCc1ccccc1)c1nc2c(F)cccc2s1	8	/	66	9	2	-4.1	67	2	-6	10
Cn1c(=O)c2cc(S(=O)(=O)NCCC(=O)NCC3CCCO3)ccc2n(C)c1=O (stereo not given)	-13	/	95	4	-2	-2.3	93	-3	-7	-3
More results
SMILES	BB579 growth dn	E-sel TNF inh	HCT116 bCat-KO	Measles CPE	Phagocytosis inh	MRP-1 activ	PTEN del growth	Yeast life ext	GALR2 blocker	NPY Y2 blocker
Cc1ccc(-c2noc(CCC(=O)NCCN3CCc4ccccc4C3)n2)cc1	-29	/	87	8	-2	-3.4	82	14	-7	3
CCN1CCN(C(c2cccs2)C(C)NC(=O)c2c(F)cccc2F)CC1 (stereo not given)	-28	/	92	15	/	-2.2	96	-10	-2	5
Cc1cc(C)nc(N/N=C/c2cccc3ccccc23)n1	-40	-3	61	10	/	5.7*	64	-6	17	5
COc1ccc(CNC(=O)CCOc2ccc(C(C)(C)C)cc2)cc1	8	4	81	7	-1	0.0	79	-9	-14	12
O=C(CSc1nc2ccccc2s1)Nc1ccc(N2CCOCC2)c(Cl)c1	-40	39	86	18	-4	-1.3	69	-7	3	5
CCCC1(C)SC(NC(C)=O)=NN1C(C)=O (stereo not given)	-12	-12	93	10	0	-1.2	97	0	10	0
COc1ccc2oc(=O)c(C(=O)NCc3cccnc3)cc2c1	1	-12	98	3	/	-1.5	99	/	2	-1
Cc1ccc(C(=O)N[C@H](C(=O)OCc2cc(=O)n3c(n2)sc2ccccc23)C(C)C)cc1	-45	/	91	7	4	1.5	91	-2	-5	3
CC(C)CC(=O)/C(=C\c1ccc(Cl)cc1Cl)n1cncn1	61*	7	1.6*	1	-2	-5.5	1.3*	-3	3	11
N#Cc1c2n(c3c(=O)n(CC(=O)c4ccc(Br)cc4)cnc13)CCCC2	-16	2	88	3	-1	-0.1	86	-6	6	5
CCn1c(SCc2cccnc2)nc2c1c(=O)n(C)c(=O)n2C	-2	-6	97	6	1	0.2	91	-5	-3	1
O=C(CSc1nnc(-c2ccccc2)n1Cc1ccccc1)NC1CC1	-4	-18	100	12	2	-2.5	94	-10	-15	2
COc1ccc2c(c1)CC/C(=C\Nc1ccc3c(c1)OCO3)C2=O	-19	-1	74	17	-1	-2.9	68	-5	11	9
COc1cc(C(=O)NC(=S)Nc2ccc(N3CCCC3)cc2)cc(OC)c1OC	-4	/	75	13	-13	-3.4	72	-1	-5	5
CCN(CC)C(=O)CSc1nnc(-n2nc(C)cc2C)c2ccccc12	-23	-32	97	18	-3	-1.9	105	-7	5	2
COc1ccc(CCNC(=O)C2CCCN(C(=O)N(C)C)C2)c(OC)c1 (stereo not given)	6	49	101	8	0	-0.8	105	-6	17	1
O=C(NCCC1=CCCCC1)C1CC(=O)N(C2CCCCC2)C1 (stereo not given)	-41	-15	92	6	/	-1.5	102	-9	-22	2
COC(=O)c1cc2c(s1)CS(=O)C2 (stereo not given)	-33	96*	106	7	/	-0.7	98	-21	2	3
CC(=O)NCc1cc(-c2nn(C)c(=O)c3ccccc23)ccc1C	-33	11	89	7	-1	-3.8	99	-8	-10	0
Cc1cc(S(=O)(=O)Nc2nc(CN3CCOCC3)nc3sc4c(c23)CCCC4)ccc1F	-39	-13	100	13	-1	-1.1	98	17	-9	3
Cc1ccc(CN2CC(C(=O)Nc3ccc4c(C)cc(=O)oc4c3)CC2=O)cc1 (stereo not given)	-53	/	86	12	1	3.1	81	-7	-3	1
COc1ccc(NC(=O)CCS(=O)(=O)c2ccc3c(c2)CCCN3C(C)=O)cc1Cl	-16	/	92	5	-1	-1.8	85	-6	1	1
